RGS4 inh = blocks human RGS4-accelerated GTP hydrolysis; 0.039% of 390,000 active; Potency, µM (top dose mostly 114 µM), without a hit: top-dose activity change, negative = inhibition, most hits filed as inhibitors; Transcreener GDP fluorescence polarization, RGS4-accelerated GTP hydrolysis; P49798; note: potency is the fitted concentration of half-maximal effect; % is set by controls: 0 for no effect and ±100 for the full control effect; nearly all actives have a fitted effect of over 75% in size; some results filed as inactive show a strong effect at the top dose
Target sequence (P49798 whole entry, looked up): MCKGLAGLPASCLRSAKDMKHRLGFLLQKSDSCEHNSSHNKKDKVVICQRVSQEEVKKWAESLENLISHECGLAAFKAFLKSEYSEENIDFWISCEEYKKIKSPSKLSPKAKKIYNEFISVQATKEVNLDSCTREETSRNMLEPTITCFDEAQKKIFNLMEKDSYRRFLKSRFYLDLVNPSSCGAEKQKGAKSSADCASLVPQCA
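MLSMR compounds (23 nl, pin-transferred) preincubated 10 min at room temperature with a 500nM (2x) first reagent, then RGS4 at 900nM (2x) plus Transcreener GDP mix added; fluorescence polarization (620/688 nm) read before and after 90 min at 30 °C.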
TrxR1 inh = rat TrxR1 inhibition; O89049; Potency, µM (highest dose often 114 µM), for the others: at the highest dose activity change, negative = inhibition, most hits filed as inhibitors; AID 588453; recombinant rTrxR1, NADPH fluorescence consumption, selenite substrate; 1% of 390,000 active; note: potency is the fitted concentration of half-maximal effect; % is set by controls: 0 for no effect and ±100 for the full control effect; nearly all actives have a fitted effect of over 65% in size
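Rat TrxR1 (90 nM in the dispensed reagent) was pre-reduced with 400 uM NADPH for 5 min at room temperature, then incubated with compound for 15 min. After 400 uM selenite was added, NADPH fluorescence (Ex 340/Em 450 nm) was followed for 8 min.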
IDH1 R132H inh = inhibitors of human mutant IDH1 R132H; IDH1-R132H enzyme, NADPH consumption, diaphorase/resazurin fluorescence; O75874; 0.093% of 390,000 active; AID 602179; Potency, µM (doses to about 76.6 µM), for the others: at the top dose activity change, negative = inhibition, usual class: inhibitors; note: potency is the fitted concentration of half-maximal effect; % is set by controls: 0 for no effect and ±100 for the full control effect; nearly all actives have a fitted effect of over 65% in size
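IDH1-R132H (0.5 ug/mL) preincubated 30 min with compound, then NADPH (0.016 mM) and alpha-KG (2 mM) added; 80 min at RT, pH 7.5. Remaining NADPH coupled via diaphorase/resazurin to fluorescence (540/590 nm); concentration-response curves normalized to no-enzyme control.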
Vif-APOBEC3F blk = Vif-A3F binding inhibition; HeLa A3F-eYFP + Vif (tagged APOBEC3F with the HIV-1 protein that degrades it), YFP fluorescence increase; Potency, µM (titrated, usually from 46.1 µM), without a hit: at the highest dose activity, negative = active; 0.2% of 390,000 active; AID 602313; note: potency is the fitted concentration of half-maximal effect; % of control where 0% means no effect; nearly all actives have a fitted effect of over 65% in size
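HeLa cells stably expressing Vif plus C-terminally eYFP-tagged A3F were seeded, incubated overnight at 37 deg C, dosed with compound, incubated overnight again at 37 deg C. Yellow fluorescence (Ex 488/Em 500-530) reported blocked Vif-mediated A3F-eYFP degradation.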
LDHA block = LDHA (human) enzyme inhibition; activity change, % (values are at about 110 or 230 µM); purified LDHA, NADH/diaphorase-resazurin fluorescence; stronger effect = lower value; P00338; AID 1347041; 0.15% of 480,000 active; in the data active = activity change below about -30%; inconclusive = mostly about -25% to -30%;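 note: plate controls were DMSO wells for no effect and wells without enzyme for full effect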
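Remaining NADH was detected by diaphorase (0.133 mg/mL) converting 37 µM resazurin to fluorescent resorufin, read at 0 and 20 minutes. The preceding 5-minute room-temperature reaction used 2 nM LDHA, 0.2 mM sodium pyruvate and 0.06 mM NADH at pH 7.4.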
Vif-A3G inh = Vif-A3G binding inhibition | Q9HC16 | HeLa A3G-eYFP + Vif (tagged APOBEC3G with the HIV-1 protein that degrades it), YFP fluorescence, overnight | Potency, µM (doses to about 46.1 µM), without a hit: top-dose activity, negative = active, actives largely listed as inhibitors | 0.076% of 410,000 active;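 note: potency is the fitted concentration of half-maximal effect; % is set by controls: 0 for no effect and ±100 for the full control effect; nearly all actives have a fitted effect of over 60% in size; hits raise eYFP signal because A3G escapes Vif-driven loss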
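Read-out is eYFP fluorescence (Ex 488/Em 500-530) from Vif-expressing HeLa A3G-eYFP cells; more signal means A3G escaped Vif-mediated degradation. Cells plated overnight, compound pinned in, incubated overnight at 37 deg C.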
GRP78 ERSR act = inducers of ER stress response in human glioma cells; U87-MG GRP78 promoter luciferase reporter, 16 h; Potency, µM, for inactives: at the top dose activation, most hits filed as activators; 0.02% of 420,000 active; AID 602332; note: potency is the fitted concentration of half-maximal effect; series mostly up to about 76 µM; % of control where 0% means no effect; nearly all actives have a fitted effect of over 35% in size
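Stably transfected U87-MG glioma cells carrying a GRP78-based luciferase sensor; 16 h compound incubation. Luminescence end-point read 10 min after Bright-Glo addition at room temperature.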
USP1 inh = blocks the human USP1/UAF1 deubiquitinase complex; O94782; recombinant USP1/UAF1, Ub-Rhodamine cleavage fluorescence; Potency, µM (series often up to 57.1 µM), for inactives: top-dose activity change, negative = inhibition, hits mostly inhibitors; 0.23% of 390,000 active; AID 743255; note: potency is the fitted concentration of half-maximal effect; % is set by controls: 0 for no effect and ±100 for the full control effect; nearly all actives have a fitted effect of over 60% in size; inactives centre near -12
Target sequence (O94782 whole entry, looked up): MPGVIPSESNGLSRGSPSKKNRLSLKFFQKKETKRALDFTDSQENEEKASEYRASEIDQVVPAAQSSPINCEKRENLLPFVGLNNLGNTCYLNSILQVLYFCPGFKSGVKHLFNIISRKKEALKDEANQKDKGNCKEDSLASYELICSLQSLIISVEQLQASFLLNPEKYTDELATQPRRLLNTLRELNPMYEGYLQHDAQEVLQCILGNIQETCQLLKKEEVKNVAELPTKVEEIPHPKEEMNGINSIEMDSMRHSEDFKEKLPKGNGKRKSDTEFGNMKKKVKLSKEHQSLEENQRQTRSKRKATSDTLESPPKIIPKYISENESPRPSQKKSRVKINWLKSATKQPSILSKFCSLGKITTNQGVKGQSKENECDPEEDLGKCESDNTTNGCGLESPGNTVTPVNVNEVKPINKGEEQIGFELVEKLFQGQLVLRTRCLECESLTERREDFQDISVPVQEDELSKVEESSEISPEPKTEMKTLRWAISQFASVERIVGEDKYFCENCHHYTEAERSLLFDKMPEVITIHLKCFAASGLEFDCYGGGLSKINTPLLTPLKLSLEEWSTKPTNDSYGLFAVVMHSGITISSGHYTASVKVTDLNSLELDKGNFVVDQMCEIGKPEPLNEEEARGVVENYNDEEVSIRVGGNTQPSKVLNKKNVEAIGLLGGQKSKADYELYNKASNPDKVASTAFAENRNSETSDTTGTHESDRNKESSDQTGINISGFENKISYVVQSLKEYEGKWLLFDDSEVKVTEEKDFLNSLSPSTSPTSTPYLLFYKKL
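In this screen, compounds sit with the deubiquitinase complex (1nM) for 15 min at room temperature before Ub-Rho is added at 150nM final. Fluorescence rise is then followed for 6 reads every 60 seconds.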
TrxR1 substrate = substrates of rat thioredoxin reductase 1 | O89049 | purified TrxR1 substrate turnover, NADPH consumption readout | Potency, µM (doses to about 114 µM), without a hit: top-dose activity change, negative = substrate turnover | 0.01% of 390,000 active | AID 588456; note: potency is the fitted concentration of half-maximal effect; % is set by controls: 0 for no effect and ±100 for the full control effect; nearly all actives have a fitted effect of over 50% in size
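Rat TrxR1, dispensed at 90 nM, was prereduced with 400 uM NADPH (final) for 5 min at ~22 deg C, then incubated with compound 15 min before 400 uM selenite. A first-read NADPH fluorescence drop versus no-compound background flagged substrates.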
* hit, by the source's call; u = inconclusive; x = no result given; [ ] = another dose, or the depositor's remark. Unless noted, calls come from the whole dose curve; as a rule, active = well fitted curve in the direction sought with a large enough effect; inconclusive = small, poorly fitted or top-dose-only effect, or another doubt; inactive = no such curve, though single readings can be large; an effect the other way counts as inactive or inconclusive.

SMILES | RGS4 inh | TrxR1 inh | IDH1 R132H inh | Vif-APOBEC3F blk | LDHA block | Vif-A3G inh | GRP78 ERSR act | USP1 inh | TrxR1 substrate
CN=C(c1ccc(C)cc1)n1c(=S)nc(-c2ccc(C)cc2)n(C)c1=S | u | -55% | 4% | -3% | -4 | 0% | 3% | -9% | -14%
CC(C)C[C@H](NC(=O)CCn1nnc2ccccc2c1=O)C(=O)O | -46%[56.9 µM] | 34%[57.1 µM] | 6% | 1% | 0 | 3% | -7% | -8% | 1%[57.1 µM]
OB(O)c1ccc(Cl)s1 | -4% | -1% | x | x | -1 | 0% | -4% | x | 4%
COc1ccc(-c2nnc(NC(=O)c3ccc(S(=O)(=O)N4CCCc5ccccc54)cc3)o2)cc1 | -29% | -6% | 3% | 8% | -5 | 4% | -9% | -5% | -3%
CCOc1ccc(-c2cc3c(=O)n(CC(=O)NCc4ccc(F)cc4)ccn3n2)cc1 | -12% | 0%[57.1 µM] | x | x | -4 | x | x | -4% | -5%[57.1 µM]
Cc1ccc(NC(=O)N2N=C(c3ccc(F)cc3)CC2c2ccc(F)cc2)cc1 (stereo not drawn) | -2% | 9% | 6% | -12% | -2 | 5% | -1% | -4% | -2%
COc1ccc2occ(CC(=O)Nc3ccc(S(=O)(=O)Nc4nccc(C)n4)cc3)c2c1 | -2% | 11% | 8% | 0% | -10 | 0% | -2% | -8% | 0%
CCOC(=O)C1=C(C)Nc2ncnn2C1c1ccccc1F (stereo not drawn) | 35% | 6% | -2% | 0% | -9 | -5% | 3% | -5% | 2%[11.4 µM]
CCOC(=O)c1cnn(-c2ccc(C(=O)Nc3ccc(C(C)=O)cc3)cc2)c1N | -21% | -4%[57.1 µM] | -4% | 2% | 0 | 0% | -2% | 2% | -4%[57.1 µM]
CCCc1[nH]nc2c1C(c1ccc(O)cc1OCC)C(C#N)=C(N)O2 (stereo not drawn) | -15% | 10%[57.1 µM] | 7% | -4% | 2 | -16% | -4% | -10% | 9%[57.1 µM]
COc1ccc(C2CC(=O)C3=C(C2)Nc2ccccc2N(C(=O)C2CC2)C3c2cccnc2)cc1OC (stereo not drawn) | 4% | 18% | 8% | -7% | 1 | 1% | -4% | -16% | 4%
Cn1c(=O)[nH]c(=O)c2c1nc(N1CCN(C(c3ccccc3)c3ccccc3)CC1)n2CCO | 2% | 3%[57.1 µM] | -12% | -3% | -2 | -5% | -4% | -15% | -7%[57.1 µM]
COC(=O)c1cc(C)c(C)cc1NC1OC(CO)C(O)C1O (stereo not drawn) | 16% | -11% | 3% | -3% | -3 | -2% | -3% | 2% | 163%[activator]
COc1ccc(N2CCN(c3ncnc4c3nnn4C)CC2)cc1 | -12% | 13%[57.1 µM] | 9% | 3% | 4 | 0% | -4% | -10% | 0%[57.1 µM]
CCOC(=O)c1sc(CS(=O)(=O)c2ccc(Cl)cc2)nc1C | 10% | 23%[11.4 µM] | 8% | -7% | -7 | 0% | -4% | 5% | 16%[57.1 µM]
CN(Cc1ccco1)C(=O)Cn1cc(S(=O)(=O)N2CCCC2)c(S(=O)(=O)N2CCCC2)c1 | 19% | u | -9% | 4% | -1 | 9% | -3% | -12% | 0%
O=C(NCCc1ccc(Cl)cc1)c1cc2c(s1)-c1ccccc1OC2 | u | 49%[activator] | -4% | -3% | -6 | -3% | -1% | -26% | 118%[activator]
COc1ccc(OCC(=O)Nc2ccccc2N2CCN(C)CC2)cc1 | -9% | 32%[57.1 µM] | 5% | 12% | 0 | 0% | -5% | -12% | -10%
Cn1cccc1CC(=O)N/N=C/c1ccco1 | -9% | -8%[57.1 µM] | -7% | -5% | -1 | 0% | 1% | -19% | 1%[57.1 µM]
Cc1cccc(C(=O)Nc2nc3c(s2)CCCC3)c1 | 14% | 14% | 23% | -8% | 1 | -8% | -3% | -5% | -4%
C/C(=N/NC(=O)Cc1cccn1C)c1ccccc1 | 11% | 12% | 4% | -5% | -14 | 0% | -3% | -4% | 10%
CN1CCn2cnc(C(=O)NCc3ccccc3)c2C1=O | x | x | 15% | -11% | 1 | -1% | -4% | -17% | x
Cc1cccc(C)c1NC(=O)COC(=O)c1cccnc1 | 12% | 28% | 2% | -3% | -2 | 0% | -2% | -12% | 4%
COCCNC(=O)C(=O)NCC1OCCN1S(=O)(=O)c1ccc(F)cc1 (stereo not drawn) | -7% | 10% | 11% | 4% | -5 | 3% | -4% | -14% | 0%
Cc1ccc2cc(C)c3nnc(SCC(=O)N4CCN(C(=O)c5ccco5)CC4)n3c2c1 | 7% | 21% | 0% | -2% | 2 | -7% | -3% | 4% | 22%
Nc1ccc(N2CCCCC2)c(S(=O)(=O)Nc2ccc(Cl)cc2)c1 | -8% | 3% | 0% | -6% | 5 | 2% | 8% | -15% | -9%
CCc1ccc(OCC(=O)NC(=S)Nc2ccc(Br)c(C)n2)cc1 | 22% | 21% | -5% | -3% | -6 | 0% | -2% | -10% | 2%
CC1(C)Cc2c(sc(NC(=O)C(=O)N3CCOCC3)c2C#N)CO1 | -66%[56.9 µM] | -18% | 16% | -5% | -3 | 5% | -2% | -23% | -24%
CC(C)(C)c1ccc(S(=O)(=O)N2CCC(N3CCCCC3)CC2)cc1 | 6% | 4%[57.1 µM] | 1% | -1% | -3 | 1% | -1% | -4% | -11%
COCCn1c(SCC(=O)Nc2ccccc2F)nc2c(c1=O)SCC2 | 10% | 21% | 8% | 0% | 0 | 2% | -2% | -14% | 18%
CCn1c(C(=O)NCc2ccc(OC(C)C)cc2)cc2oc3ccccc3c21 | -8% | 62%[activator] | x | x | -2 | x | x | -3% | 46%[activator]
CN(CCC1CCOCC1)C(=O)C1CCC(=O)N(CCc2cccc(F)c2)C1 (stereo not drawn) | -29% | -9% | 5% | 13% | 1 | 0% | -2% | -3% | -6%
CC(NC(=O)C(=O)NCCc1c[nH]c2ccccc12)c1ccccc1 (stereo not drawn) | -23% | -10% | -1% | 3% | -3 | -4% | -1% | -19% | -11%
O=S(=O)(c1ccc(-n2cnnn2)cc1)N(C1CCCCC1)C1CCCCC1 | -7% | 24% | 2% | -4% | 1 | 2% | 0% | -15% | 12%
COc1ccc(NC(=O)c2cc(S(=O)(=O)N3CCCCC3)cn2C)cc1Cl | -12% | 9%[57.1 µM] | 15% | -10% | -9 | 0% | -3% | -10% | 0%[57.1 µM]
CC(OCC(O)CN1CCN(S(=O)(=O)c2ccc(Cl)cc2)CC1)c1ccc(Cl)cc1 (stereo not drawn) | x | x | -2% | -4% | -1 | 1% | -2% | -12% | x
CCCn1c(SCC(=O)N2CCN(S(=O)(=O)c3ccc(Cl)cc3)CC2)n[nH]c1=O | 34% | -5% | -2% | -1% | -7 | 2% | -1% | -4% | -2%
O=C1Cc2cc(S(=O)(=O)Nc3ccc(N4CCOCC4)cc3)ccc2N1 | -11% | 9% | 4% | -10% | -3 | 0% | -4% | 3% | -1%
COC(=O)c1[nH]c2cc(OC)ccc2c1NC(=O)c1ccc2c(c1)OCO2 | 6% | -21% | 7% | 1% | 1 | 1% | -3% | -10% | 2%
CC(=O)Nc1ccc(S(=O)(=O)Nc2ccc3ccccc3n2)cc1 | -17% | 7% | -13% | 2% | -3 | 0% | 7% | -11% | -6%
COCC(C)NS(=O)(=O)c1ccc(OC)cc1 (stereo not drawn) | 11% | 12% | 1% | -1% | -4 | 1% | -4% | -12% | -2%
CCN(C(=O)CSc1nncn1-c1ccccc1)c1c(N)n(Cc2ccccc2)c(=O)[nH]c1=O | -8% | -3% | 3% | 5% | -4 | 0% | 3% | -4% | -8%
CN1CCN(NC(=O)/C=C/c2cccc(Cl)c2)CC1 | -38% | 8% | -6% | -4% | -2 | -5% | -4% | -3% | 3%
O=S(=O)(NCC(c1ccco1)S(=O)(=O)c1cccs1)c1ccc(Cl)cc1 (stereo not drawn) | -21% | 0.63µM* | -8% | -5% | -8 | 7% | 1% | -8% | 4%[57.1 µM]
CC(C)CCN1C(Nc2ccccc2)=NC[C@@H]1Cc1ccccc1 | -11% | 9% | 18% | -9% | -2 | -1% | -4% | -26% | 2%
CCCCOC(=O)c1ccc(NC(=O)c2nn(C)cc2Br)cc1 | -17%[56.9 µM] | 8% | 7% | -3% | 1 | 0% | 1% | -20% | -5%
O=C(CSc1cccc[n+]1[O-])c1cc(Cl)ccc1Cl | 6% | -9%[57.1 µM] | 2% | -4% | -3 | 0% | -2% | -13% | -3%[57.1 µM]
CCc1ccccc1NC(=O)CCc1c(C)nc2cc(-c3ccccc3)nn2c1C | -15% | u | -2% | 5% | 2 | 3% | -7% | -21% | 70%[activator]

The list is partial; count on the stated rates, not on these rows.
